# Compound activity (PubChem)
# Rac1 act GTP bind: GTP binding modulators of activated mutant Rac1, primary screen, biochemical, bead-based flow cytometry, multiplex, fluorescent GTP | GST-Rac1 activated beads; actives lie on both sides; 100% means binding = to untreated wells | percent activity (GTP binding), % at 10 µM | 190,000 compounds, 0.11% hits | AID 764, 2007;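 active = GTP binding at least 20 percentage points away from the 100% baseline, in either direction, so actives lie on both sides; inconclusive = Compound likely fluorescent itself, or too few beads counted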
# Mcl1 Noxa PPI: Mcl-1/Noxa binding inhibitors, primary screen, biochemical, TR-FRET, 1536-well | 220,000 compounds, 1.5% hits | inhibition, % at 21.7 µM | TR-FRET Mcl-1/Noxa peptide binding, 2 h | Induced myeloid leukemia cell differentiation protein Mcl-1 (Homo sapiens), Q07820;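 active = compounds that cut the protein-peptide binding signal by more than 50% relative to plate controls in a single-dose test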;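 also: His-tagged Mcl-1 with rhodamine Noxa BH3 peptide and terbium anti-His antibody; 0% = Mcl-1 plus Noxa peptide wells and 100% = peptide-only wells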
# Avidin bead fluor: green autofluorescence of compounds with avidin beads – biophysical, 488/530 nm, flow cytometry, artefact control, profiling panel; fluorescence (KMESF) at 10 µM; AID 1775, 2009; 220,000 compounds, 0.38% hits; compound fluorescence 488/530 nm; hits give high values; in the data active = fluorescence above about 47; also: inactives centre near 10
# HRas wt GTP: modulators of GTP binding to HRas wildtype, primary screen, biochemical, bead-based flow cytometry, multiplex; GTP binding activity, % at 10 µM; 190,000 compounds, 0.14% hits; GST-Ras wt beads, Bodipy-FL-GTP binding; actives lie on both sides; GTPase HRas (Homo sapiens), P01112;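 active = GTP binding activity at least 20% away from the 100% baseline, either lowered as inhibitor or raised as activator; inconclusive = flagged as likely green fluorescent, judged across all proteins in the well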;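 also: 0% = unlabeled GTP competition control and 100% = no-compound control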
# Rab7 wt GTP bind: modulators of GTP binding to Rab7, primary screen, biochemical, wildtype, multiplex bead flow cytometry; Rab7 GTPase wild type (dog), Bodipy-FL-GTP binding; GST-Rab7 beads, fluorescent GTP binding; actives lie on both sides; untreated = 100%, excess cold GTP = 0%; GTP binding activity (percent of control), % at 10 µM; 190,000 compounds, 0.055% hits; AID 758, 2007;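 active = fluorescent GTP binding to Rab7 beads changed by at least 20 points from the 100% baseline, either direction, mostly lower; inconclusive = compound itself probably fluorescent, or too few beads counted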;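 also: median green fluorescence of bound Bodipy-FL-GTP per Rab7 bead population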
# Pf gamet viab: late stage P. falciparum gametocyte viability inhibitors, primary screen, ATP luminescence, HTS | inhibition, % at 10.9 µM | 150,000 compounds, 0.065% hits | AID 743093, 2013 | P. falciparum stage V gametocytes, 24 h;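 active = inhibition above the mean plus 3 SD of compounds within the control limits, set per campaign, cut at about 38% in these data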;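 also: 0% = DMSO wells and 100% = medium only without gametocytes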
# ABCB1 inh: ABCB1 efflux pump inhibitors, primary screen, cell-based, multiplex, flow cytometry, ABCG2 counter-screen. 190,000 compounds, 0.067% hits. inhibition, % at 6.6 µM. CCRF-Adr cells, JC-1 efflux. ATP-dependent translocase ABCB1 (Homo sapiens), P08183. AID 1326, 2008; in the data active = inhibition above about 40%;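 also: 0% = vehicle and 100% = reference inhibitor; higher value means more JC-1 retained so stronger ABCB1 efflux block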
# Rab2 wt GTP: modulators of GTP binding to Rab2A wildtype, primary screen, biochemical, dog, bead-based flow cytometry, multiplex. 190,000 compounds, 0.19% hits. GTP binding activity, % at 10 µM. GST-Rab2 wt beads, Bodipy-GTP binding;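 active = GTP binding activity at least 20 points away from 100%, either lowered or raised; inconclusive = signal likely due to the compound's own green fluorescence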;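 also: 0% = beads with excess unlabeled GTP and 100% = no-compound control corrected for plate trend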
# ABCG2 inh: ABCG2 efflux pump inhibitors, primary screen, multiplex with ABCB1, IgMXP3 cells, flow cytometry; Broad substrate specificity ATP-binding cassette transporter ABCG2 (Homo sapiens), Q9UNQ0; JC-1 efflux; inhibition, % at 6.6 µM; 190,000 compounds, 0.1% hits; AID 1325, 2008;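 active = inhibition above 80%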;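 also: 0% = DMSO and 100% = nicardipine control wells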
#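 material = IgMXP3 (ABCG2) plus far-red-tagged CCRF-Adr (ABCB1) cells | amount = 3 million cells/mL, equal mix of both lines | also added = JC-1 transporter substrate | dosing = one concentration, 6.6 µM final | schedule = 10 min at 25 °C | measured by = flow cytometric JC-1 green MFI at 530 nm | read-out basis = percent efflux inhibition, scaled nicardipine 100% to DMSO 0%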
# Rac1 wt modul: wildtype Rac1 GTP binding modulators, primary screen, biochemical, GST-Rac1 beads, flow cytometry, multiplex; fluorescent GTP binding; actives lie on both sides; 0 = cold GTP competed, 100 = untreated; GTP binding activity (% of control), % at 10 µM; 190,000 compounds, 0.27% hits; AID 757, 2007;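 active = GTP binding activity at least 20 points away from the 100% control level, either lower or higher; inconclusive = compound flagged as likely green fluorescent, judged across all proteins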
# Cdc42 wt: modulators of GTP binding to wildtype Cdc42, primary screen, biochemical, multiplex bead flow cytometry, Bodipy-GTP; Cell division control protein 42 homolog (Homo sapiens), P60953; GST-Cdc42 beads; actives lie on both sides; percent activity (GTP binding), % at 10 µM; 190,000 compounds, 0.2% hits;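 active = percent activity GTP binding at least 20 points away from the 100% baseline, either down as inhibitor or up as activator; inconclusive = compound flagged as likely green fluorescent from well-wide comparison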;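 also: median bead fluorescence of bound Bodipy-FL-GTP at 100 nM; 0% = excess unlabeled GTP control and 100% = no compound control; below 100% means less GTP binding so inhibitor and above means activator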
# Active calls of the source: *; ? = inconclusive; · = not tested or not shown.
SMILES	Rac1 act GTP bind	Mcl1 Noxa PPI	Avidin bead fluor	HRas wt GTP	Rab7 wt GTP bind	Pf gamet viab	ABCB1 inh	Rab2 wt GTP	ABCG2 inh	Rac1 wt modul	Cdc42 wt
O=C(O)CCCn1nc(C(F)(F)F)c2c1CCCCC2	100	5	8	102	101	·	0.6	104	3	102	104
CC12CCC(c3n[nH]c(=S)nc31)C2(C)C (stereo unspecified)	100	20	6	103	101	-29	0.3	100	11	105	105
Cc1sc(NC(=O)c2ccccc2)c(C#N)c1-c1ccccc1	98	17	14	98	96	·	-0.3	97	3	101	95
CC1=CC(C)C2C(=O)N(c3ccccc3)C(=O)C2C1 (stereo unspecified)	101	10	37	102	99	-3	0.2	101	1	102	105
CCOC(=O)c1nnn(-c2nonc2N)c1CN(C)C1CCCCC1	98	5	8	98	99	-2	0.6	100	13	100	100
CCC(CC)C(=O)Nc1cc(C)cc(C)c1	102	-2	30	103	98	·	1.3	105	32	110	104
CCCn1nc(C(=O)Nc2cccc(C(=O)OC)c2)c2ccccc2c1=O	?	-10	6	?	?	·	0.9	?	6	?	?
Cc1ccc(-c2nnn(CC(=O)N(CCO)C(C(=O)NC3CCCCC3)c3ccncc3)n2)o1 (stereo unspecified)	93	11	11	96	106	13	0.5	94	-4	101	96
CCOC(=O)C(C(=O)Nc1ccccn1)C1CCCCC1 (stereo unspecified)	102	35	12	107	103	·	0.0	106	0	106	108
Cc1cc(=O)oc2cc(OCC(=O)Nc3nnc(CC(C)C)s3)ccc12	97	-13	30	101	101	·	0.1	101	2	97	98
CCCCN1CCc2[nH]c(=S)[nH]c(=O)c2C1	98	11	13	98	98	-1	0.1	98	4	101	103
COc1ccc(CCNC(=O)c2ccc(NS(=O)(=O)c3c(C)noc3C)cc2)cc1OC	100	4	11	102	102	5	0.7	102	8	107	102
O=C(NCC(=O)N(Cc1ccccc1)C(C(=O)NC1CCCC1)c1ccco1)c1ccco1 (stereo unspecified)	99	4	12	101	104	·	0.5	98	0	104	100
COCc1cc(C)n(CC(=O)NC(C)c2ccccc2)c(=O)c1C#N (stereo unspecified)	98	-4	10	100	99	·	0.0	99	0	101	100
COc1ccc(Cn2nnnc2CN2CCC(O)(c3ccc(F)cc3)CC2)cc1	97	-2	9	102	108	-19	0.1	99	1	105	102
CCN(Cc1ccccc1)S(=O)(=O)c1ccc(C(=O)Nc2nnc(-c3ccccc3OC)o2)cc1	93	-85	12	95	95	·	-0.2	93	-1	103	97
C#CC[N+](C)(C)CC#Cc1ccccc1	95	-14	6	94	98	-8	0.8	94	1	93	91
CCc1sc(-c2c(C#N)c(N)nc3c2CCCCCC3)cc1[N+](=O)[O-]	100	5	14	101	96	·	0.8	97	4	100	101
Cc1cc(C)n2nc(C(=O)OCC(=O)N(CC(C)C)CC(C)C)nc2n1	93	-1	12	95	94	·	0.5	97	7	97	99
C(=N\N1CCN(Cc2ccccc2)CC1)/c1cccs1	?	-7	15	?	?	11	0.1	?	0	?	?
CCOC(=O)C1CCN(C(=O)Cn2cc3c(n2)CCC(C)C3)CC1 (stereo unspecified)	98	-4	7	100	101	·	0.3	102	1	103	103
Cc1cc(-c2ccc(N3C(=O)CCC3=O)c(C)c2)ccc1N1C(=O)CCC1=O	102	14	2	101	98	·	-4.7	102	-8	106	102
COc1ccc(N(CC(=O)NC2CCCCC2)C(=O)CNC(=O)c2ccco2)cc1	97	-8	13	98	97	-10	0.2	97	1	101	98
Cc1cc(S(=O)(=O)NCCN2CCOCC2)c(C)s1	98	10	10	101	100	9	-4.7	100	-8	101	101
CCN(CC)S(=O)(=O)c1ccc(NS(=O)(=O)c2ccc(C)c(C)c2)cc1	100	7	4	97	96	-38	-0.2	97	-1	102	99
CC(C)Cc1ccc(-c2cc(=O)[nH][nH]2)cc1	98	-6	9	95	97	2	-0.2	93	0	98	100
Cn1c(N)c(C(=O)CSc2ccc3c(c2)OCCO3)c(=O)n(C)c1=O	100	14	9	100	96	1	0.1	99	12	102	102
COc1ccccc1NC(=O)CN1CCN(CC(=O)Nc2ccc(OCc3ccccc3)cc2)CC1	98	11	8	99	95	-16	1.4	97	4	101	101
O/N=C(/CN(O)/C=C1/C=CC=N1)c1cccs1	96	4	5	99	94	·	0.0	96	0	98	101
COc1ccc(/C=C/C(=O)NC(=S)Nc2cc3oc4ccccc4c3cc2OC)cc1	?	13	15	?	?	·	-0.6	?	-4	?	?
O=C(Cn1c2[n+](c3ccc(C(F)(F)F)cc31)CCCCC2)c1ccc2c(c1)OCCO2	98	10	9	98	106	-1	1.2	99	12	102	96
Cc1oc(-c2ccccc2Cl)nc1CSCC(=O)O	97	22	6	102	103	·	0.3	99	1	105	100
O=C(COC(=O)C1CC1)Nc1ccc(N=Nc2ccccc2)cc1	98	6	2	96	100	-7	1.3	95	39	100	98
N#CCCN1CCN(S(=O)(=O)c2ccc3c(c2)OCCCO3)CC1	101	5	13	104	100	·	-0.2	101	0	103	105
CC(=O)Nc1ccc(S(=O)(=O)NNC(=O)c2cccc(Br)c2)cc1	92	13	9	93	93	-12	2.1	95	7	92	94
CCOC(=O)N1CCN(c2nc3c(c(=O)[nH]c(=O)n3C)n2Cc2ccccc2Cl)CC1	102	-2	11	106	104	·	0.1	106	0	104	105
O=C1c2ccccc2C(=O)N1CCCC(=O)N1CCc2ccccc21	102	-7	3	105	101	-26	0.5	103	2	110	105
O=C(COc1ccc(Cl)cc1Cl)N1CCCN(C(=O)COc2ccc(Cl)cc2Cl)CC1	100	-1	11	97	97	-20	5.5	96	25	104	104
Cc1[nH]c2ccccc2c1C(=O)CN1CCC(C)CC1	98	18	20	102	98	-19	0.4	97	2	100	102
CCOC(=O)Cc1csc(Nc2c(C)n(C)n(-c3ccccc3)c2=O)n1	96	-21	36	98	99	·	0.0	98	0	98	99
CCN1/C(=C/c2ccc3cc(C)cc(C)c3[n+]2CC)Sc2cc(C)ccc21	94	6	12	86	91	0	2.5	89	22	97	89
CCCC(=O)N1CCN(c2ccc(NC(=O)c3ccc(Br)o3)cc2)CC1	92	4	13	99	97	1	1.2	96	9	97	99
COc1ccc(Cn2c(-c3ccccc3)nc3c(c(=O)c4ccccc4n3C)c2=O)cc1	97	-5	9	98	98	3	2.9	98	39	105	104
COCc1nnc(NC(=O)c2ccc3c(c2)OCO3)s1	88	9	16	90	97	·	-0.3	93	0	87	90
CCN1C(=O)C(CC(=O)NC)N(NC(=O)c2ccccc2)C1=S (stereo unspecified)	101	16	9	100	100	3	-1.1	97	-6	106	101
O=C(/C=C/c1cccc([N+](=O)[O-])c1)Nc1ccc(Cl)cn1	97	12	10	97	103	6	0.1	99	1	96	97
CCOC(=O)N1CCN(Cc2ccc(F)cc2F)CC1	97	13	14	101	97	·	-0.1	100	0	101	103
O=C(C1CCCO1)N1CCN(C(=S)Nc2ccc(F)c(Cl)c2)CC1 (stereo unspecified)	94	11	10	96	96	4	0.2	95	1	100	96
CN(C)/C=C(/C#N)C(=O)c1cccc(Oc2ccc(C(C)(C)C)cc2)c1	96	5	7	101	102	·	2.7	99	13	105	100
CN(C(=O)Nc1ccccc1)C1CCS(=O)(=O)C1 (stereo unspecified)	101	1	33	101	100	4	0.1	104	0	106	104
Cc1ccc(NC(=O)c2nnn(-c3cc(C)cc(C)c3)c2N)cc1	97	4	36	98	99	·	0.4	98	1	100	99
O=C(Nc1cccn2ncnc12)c1ccc(Cl)cc1	94	-10	39	97	99	8	0.1	95	1	95	98
CCCC(=O)N1CCC(O)(c2cccc(F)c2)CC1	93	11	6	100	105	9	0.3	100	0	98	98
COc1ccc(NC(=O)c2cccc(S(=O)(=O)N3CCc4ccccc43)c2)cn1	95	12	12	98	101	-9	0.0	99	1	101	98
O=C(Nc1ccc(F)cc1)C1CC(=O)n2cnnc2N1 (stereo unspecified)	99	-3	10	99	104	10	0.6	99	1	100	101
COc1ccc(C(=O)Nc2nnc(C(F)(F)F)s2)cc1	99	13	12	104	104	11	0.2	102	2	108	104
Cc1cc(C(=O)NCc2cccs2)cs1	95	-1	10	94	95	·	1.1	93	8	92	95
CCCC(c1nnnn1C(C)(C)CC)N(Cc1ccco1)Cc1cc2ccc(OC)cc2[nH]c1=O (stereo unspecified)	93	4	12	98	96	-4	2.3	97	4	96	95
Cc1ccc(-c2csc3ncnc(N4CCN(C(=O)c5ccccc5)CC4)c23)cc1	98	17	7	102	100	·	5.8	101	16	102	102
Cn1cc(CCC(=O)NCc2ccc3c(c2)OCO3)c2ccccc21	99	10	6	101	103	·	0.1	101	0	104	102

# Next structures.
SMILES	Rac1 act GTP bind	Mcl1 Noxa PPI	Avidin bead fluor	HRas wt GTP	Rab7 wt GTP bind	Pf gamet viab	ABCB1 inh	Rab2 wt GTP	ABCG2 inh	Rac1 wt modul	Cdc42 wt
CCOC(=O)c1cn(CC)c2cc(N3CCSCC3)c(F)cc2c1=O	100	7	11	99	97	-3	0.6	101	9	101	104
CN1CCc2nc3ccccc3c(C(=O)OCC(=O)N(CCC#N)c3ccccc3)c2C1	104	-8	10	103	101	6	1.6	102	1	108	102
Fc1cc2ncn(Cc3ccccc3)c2cc1F	93	3	25	99	98	·	0.0	96	-1	95	96
O=S(=O)(CCN(CCS(=O)(=O)C(F)(F)F)CC1CCCO1)C(F)(F)F (stereo unspecified)	102	8	12	101	99	·	0.6	100	2	104	104
OCCN(CCO)c1ncnc2c1sc1nc(N3CCOCC3)c3c(c12)CCCC3	96	19	34	100	95	-8	0.5	97	2	102	103
